Screening data (PubChem BioAssay)
Pol kappa inh: DNA polymerase kappa (human) inhibition. AID 588579. Q9UBT6. purified Pol kappa, fluorescent DNA synthesis assay, 10 min. Potency, µM (highest dose often 107 µM), for the others: at the top dose activity, negative = inhibition, most hits filed as inhibitors. 400,000 tested, 0.53% active; note: potency is the fitted concentration of half-maximal effect; % is set by controls: 0 for no effect and ±100 for the full control effect
Target sequence (Q9UBT6 whole entry, looked up): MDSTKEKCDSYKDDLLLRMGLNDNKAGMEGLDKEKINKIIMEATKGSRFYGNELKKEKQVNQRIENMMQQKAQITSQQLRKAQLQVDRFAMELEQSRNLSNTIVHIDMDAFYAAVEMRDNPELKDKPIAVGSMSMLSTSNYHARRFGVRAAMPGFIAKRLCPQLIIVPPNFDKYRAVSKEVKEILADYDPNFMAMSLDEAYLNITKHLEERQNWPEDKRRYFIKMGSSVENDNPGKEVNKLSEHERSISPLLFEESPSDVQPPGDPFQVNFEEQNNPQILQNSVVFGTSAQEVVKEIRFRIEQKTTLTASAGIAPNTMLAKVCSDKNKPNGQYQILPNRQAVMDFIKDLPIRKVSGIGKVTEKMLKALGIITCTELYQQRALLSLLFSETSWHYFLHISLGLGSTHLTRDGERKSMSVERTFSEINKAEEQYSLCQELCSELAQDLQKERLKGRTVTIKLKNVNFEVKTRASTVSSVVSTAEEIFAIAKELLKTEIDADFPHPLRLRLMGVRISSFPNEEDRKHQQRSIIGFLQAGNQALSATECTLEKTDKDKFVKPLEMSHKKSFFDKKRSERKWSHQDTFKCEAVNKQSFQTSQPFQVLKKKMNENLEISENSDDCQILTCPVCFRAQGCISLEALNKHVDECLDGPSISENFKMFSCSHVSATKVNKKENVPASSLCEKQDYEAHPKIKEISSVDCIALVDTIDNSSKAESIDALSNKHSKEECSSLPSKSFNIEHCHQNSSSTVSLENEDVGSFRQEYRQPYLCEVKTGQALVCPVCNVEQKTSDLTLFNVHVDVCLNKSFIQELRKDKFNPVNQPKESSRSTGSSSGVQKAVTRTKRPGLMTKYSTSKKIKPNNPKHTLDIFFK
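Activity was followed as the change in fluorescence between reads at 0 and 10 min after starting the reaction with 50 nM substrate. Beforehand, 10 nM polymerase had been preincubated with compound for 15 min at room temperature.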
TRHR agonist: TRH receptor (human) agonism; TRHR cells, calcium flux fluo-8, FDSS agonist mode; 360,000 tested, 0.18% active; P34981; AID 493084; activation, % at 2 µM; in the data active = activation above about 30%; note: 0% is about no effect
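TRHR-expressing cells, plated overnight in medium with 10% serum, were loaded with fluo-8 calcium dye at room temperature. After a 10 s baseline, library compound was pin-added and calcium release was recorded kinetically (ex 480/em 530) as agonist response.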
APE1 inh: blocks human APE1 abasic DNA cleavage; recombinant APE1, TAMRA/BHQ-2 abasic DNA cleavage fluorescence; Potency, µM (titrated, usually from 65.8 µM), for the others: at the top dose activity change, negative = inhibition, most hits filed as inhibitors; 350,000 tested, 0.35% active; AID 2517;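 note: potency is the fitted concentration of half-maximal effect; plate controls were vehicle for no effect and reference inhibitor for full effect; nearly all actives have a fitted effect of over 55% in size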
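Kinetic fluorescence read (525 ex/598 em nm, three reads 60 s apart) of AP-site incision; signal = third minus first read. Enzyme 0.75 nM, dual-labelled THF duplex 50 nM, compound preincubation 15 min RT.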
Pol iota inh: inhibitors of human DNA polymerase iota; Q9UNA4; Pol iota fluorescent replication assay, 10 min; Potency, µM (titrated, usually from 115 µM), inactives show at the top dose activity, negative = inhibition, most hits filed as inhibitors; 390,000 tested, 1% active; note: potency is the fitted concentration of half-maximal effect
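Pol iota at 10 nM preincubated 15 min with compounds at room temperature; reaction started with fluorescent substrate, 50 nM final. Fluorescence read kinetically at 0 and 10 min; buffer-only wells as negative control.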
Apoferritin bind: binds horse apoferritin like a general anesthetic; Potency, µM (titrated, usually from 77.5 µM), for the others: top-dose activity change, negative = displacement, actives largely listed as inhibitors; AID 485281; P02791; apoferritin/1-aminoanthracene competitive binding, fluorescence; 350,000 tested, 0.074% active; note: potency is the fitted concentration of half-maximal effect; % is set by controls: 0 for no effect and ±100 for the full control effect; nearly all actives have a fitted effect of over 20% in size
Target sequence (P02791 2-175 limits assumed): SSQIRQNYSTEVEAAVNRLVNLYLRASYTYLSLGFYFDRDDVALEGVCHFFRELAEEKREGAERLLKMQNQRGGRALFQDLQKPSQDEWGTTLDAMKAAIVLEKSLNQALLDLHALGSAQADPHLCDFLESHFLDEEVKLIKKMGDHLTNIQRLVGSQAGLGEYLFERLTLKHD
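Horse-spleen apoferritin (10 uM) in 50% saturated 1-aminoanthracene in PBS was incubated 10 min at room temperature with compound. Fluorescence (ex 380, em 535 nm) was normalized to free and bound 1-AMA, with concentration-response fitted by a four-parameter Hill equation.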
ERG Ets-DNA blk: inhibitors of human ERG Ets domain-DNA interaction; P11308; fluorescence polarization, His-ERG Ets domain / labelled DNA; Potency, µM (highest dose often 76.9 µM), without a hit: at the highest dose FP activity, negative = inhibition, actives largely listed as inhibitors; 370,000 tested, 0.028% active; AID 624246; active = well fitted inhibition curve with a large enough effect in the polarisation, with a control signal flat; inconclusive = small, poorly fitted or top-dose-only effect, or effect the other way, or a change in a side signal; inactive = no such curve, though single readings can be large or run the other way; the % refers to the polarisation;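 note: polarization taken with two DNA probes labelled with fluorescein and Texas red; potency is the fitted concentration of half-maximal effect; % of control where 0% means no effect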
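His-tagged ERG Ets domain (1 uM in the protein solution; 300mM KCl, 50mM Tris-HCl, 1mM EDTA, 1mM DTT, pH 7.5) received compound, then a probe mix of 5 nM fluorescein-DNA and 100nM Texas-615-DNA. Fluorescence polarization was read for both dyes.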
Pol beta inh: inhibitors of human DNA polymerase beta; Potency, µM (series often up to 114 µM), without a hit: at the top dose activity change, negative = inhibition, usual class: inhibitors; 340,000 tested, 1.3% active; Pol beta primer extension/strand displacement, fluorescence kinetic; AID 485314; P06746; note: potency is the fitted concentration of half-maximal effect; % is set by controls: 0 for no effect and ±100 for the full control effect
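Kinetic readout of DNA synthesis with strand displacement by Pol beta. Compound and 10 nM enzyme sit 15 min at room temperature; 50 nM substrate starts the reaction, read immediately and at 10 min.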
12-LOX inh: blocks human arachidonate 12S-lipoxygenase; purified 12hLO, xylenol orange hydroperoxide absorbance; Potency, µM (doses to about 108 µM), without a hit: at the highest dose activity change, negative = inhibition, actives largely listed as inhibitors; 580,000 tested, 1.1% active; note: potency is the fitted concentration of half-maximal effect; % is set by controls: 0 for no effect and ±100 for the full control effect
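Hydroperoxide product was detected by ferrous iron/xylenol orange as the 573 to 405 nm absorbance ratio. Arachidonic acid at 40 uM (final) was turned over for 30 min at room temperature by 150 nM human 12hLO, pH 7.0 Hepes buffer, after 15 min compound preincubation.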
BLM helicase inh: blocks DNA unwinding by human BLM helicase; 350,000 tested, 0.2% active; recombinant BLM DNA unwinding, fluorescence dequenching; Potency, µM (doses to about 56.1 µM), for the others: at the highest dose activity change, negative = inhibition, usual class: inhibitors; P54132;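 note: potency is the fitted concentration of half-maximal effect; plate controls were vehicle for no effect and no enzyme for full effect; nearly all actives have a fitted effect of over 35% in size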
Active calls of the source: *; ? = inconclusive; / = not tested or not shown; & = joins results of further samples; [ ] = remark or other dose. Unless noted, calls come from the whole dose curve; as a rule, active = well fitted curve in the direction sought with a large enough effect; inconclusive = small, poorly fitted or top-dose-only effect, or another doubt; inactive = no such curve, though single readings can be large; an effect the other way counts as inactive or inconclusive.

SMILES | Pol kappa inh | TRHR agonist | APE1 inh | Pol iota inh | Apoferritin bind | ERG Ets-DNA blk | Pol beta inh | 12-LOX inh | BLM helicase inh
CCCC(c1nnnn1C(C)(C)C)N1CCN(Cc2ccccc2OC)CC1 (stereo not given) | -4.5% | -0.3 | 2.0% | -10.8% | -11.2% | 1.9% | -10.2% | ? | 0.3%
S=c1nc[nH]c2c1sc1nc(-c3ccccc3)c3c(c12)CCCC3 | -9.7% | -0.1 | 7.1% | -18.5% | -1.6% | -11.3% | 0.3% | 44.7µM* | -8.1%
COc1ccc(CNC(=O)CN2C(=O)c3cccnc3Oc3ccc(C)cc32)cc1 | -13.0% | -0.4 | / | 17.4% | -13.9% | 2.6% | -13.9% | -3.0% | -0.5%
O=C(Nc1cccc2ccccc12)c1ccccc1 | 1.0% | 0.3 | 0.7% | 0.1% | -4.3% | -2.5% | -19.9% | 0.0% | -3.2%
COc1ccc2[nH]c(=O)c(CN(C(=O)c3cccnc3)c3cccc(C)c3)cc2c1 | 14.2% | 0.1 | -2.5% | -27.5% | -4.2% | -5.5% | 0.2% | 7.1% | 0.8%
Cc1nc2c(-c3ccc(F)cc3)c(C)nn2c(C)c1CCC(=O)NCCN1CCOCC1 | -15.4% | -0.3 | -6.0% | 19.4% | -0.8% | 2.8% | 17.5% | 1.1%[57.4 µM] | 2.8%
CC(=O)c1cccc(OCC(=O)Nc2cc(Cl)ccc2-n2cncn2)c1 | 4.0% | 0.3 | 7.6% | 26.6% | / | 7.1% | / | -17.5% | /
O=C(CNc1ccc(Oc2ccccc2)cc1)N1CCOCC1 | -1.5% | 1.1 | 17.2% | 21.4% | -10.2% | 3.6% | 0.8% | ? | -8.6%
COCCOC(=O)c1c(C)oc2ccc(OCc3cc(C(=O)OC)oc3C)cc12 | -12.2% | 0.3 | 9.6% | 16.4% | -8.2% | / | 26.9% | 19.2% | -10.8%
CC(C)Cn1c(N)c(C(=O)COC(=O)c2cc(F)cc(F)c2)c(=O)n(C)c1=O | 6.6% | 2.3 | -9.4% | -18.4% | ? | 4.3% | 8.7% | -0.5% | -10.1%
CCOC(=O)CN1C(=O)CN(c2ccc(C)c(C)c2)C1=O | -10.8% | 0.2 | 3.5% | 3.9% | -1.7% | -0.3% | 20.9% | 14.2% | -7.0%
Cc1noc(C)c1COc1ccc(C(=O)N2CC(C)CC(C)C2)cc1 (stereo not given) | 6.4% | 0.4 | 3.3% | 1.4% | / | -6.8% | / | 2.4% | /
C=C(C(=O)Oc1c(C(C)(C)C)cccc1C(C)(C)C)c1ccccc1 | 18.1% | -0.4 | 27.7% | 0.4% | / | -4.5% | / | -13.2% | /
CCOC(=O)C1CCN(S(=O)(=O)c2c(Cl)ccc3nonc23)CC1 | / | 3.5 | 50.5%[activator] | / | -7.9% | / | -9.0% | 397.4%[activator] | -7.9%
COc1ccc(C(=O)NNC(=O)C23CC4CC(CC(C4)C2)C3)c(OC)c1 | -16.8% | 0.1 | 33.0% | 30.7%[activator] | -22.8% | -2.0% | -0.9% | -10.9% | -4.9%
Cc1ccc(N2C(=O)C(F)(F)C2c2ccccc2)cc1 (stereo not given) | -13.9% | 1.1 | -4.4% | -12.6% | -13.9% | -3.7% | -11.0% | -10.2% | -8.4%
CCNc1ncc2nc(-c3ccc(OC)cc3)c(=O)n(CCc3ccccc3)c2n1 | -2.5%[60.1 µM] | / | 11.8% | / | / | / | / | 13.2% | 0.7%
CCc1cc2c(=O)c(-c3nc4ccccc4n3C)c(C)oc2c(CN2CCCCC2)c1O | 0.0% | -0.4 | 3.1% | 7.1% | 31.8%[activator] | 14.7% | -9.2% | 10.7% | -3.3%
CC(=O)NC1C(=O)N(CCc2ccccc2)c2ccccc21 (stereo not given) | 4.7% | -0.2 | 1.9% | -4.0% | -14.1% | 3.0% | 9.6% | 0.0% | -13.3%
Cc1ccc2nc(-c3cccnc3)cc(C(=O)N3CCN(c4ccc([N+](=O)[O-])cc4)CC3)c2c1 | -1.4% | 0.2 | 5.4% | 34.0%[activator] | -7.8% | 8.3% | 2.2% | -8.3% | -13.6%
COc1ccc(OC)c(/C=N/NC(=O)C(O)c2ccccc2)c1 (stereo not given) | 0.2% | -0.5 | -5.6% | 110.4%[activator] | 85.6%[activator] | 10.3% | 44.2% | 349.4%[activator] | -1.1%
Cc1ccc(C)c(N2CCN(C(=O)COc3cc(=O)n(C)c4ccccc34)CC2)c1 | -10.2% | -0.9 | -1.9% | 11.8% | -20.0% | -0.6% | 2.3% | -22.3% | -1.0%
O=C(CS(=O)(=O)Cc1ccccc1)N1CCc2ccccc2C1 | -18.0% | -0.7 | 5.4% | 72.6%[activator] | -7.4% | -13.4% | 18.4% | -9.0% | -10.6%
CCOC(=O)c1c(-c2ccccc2)oc2ccc(O)cc12 | -18.6% | -0.2 | 10.6% | 5.8% | -14.2% | -5.1% | 2.8% | 64.9%[activator] | -13.2%
CC(C)CNS(=O)(=O)c1ccc(C(=O)Nc2ccc3c(c2)OCCO3)cc1 | -7.2% | -0.4 | -1.1% | 1.5% | -16.5% | / | 30.5% | 7.1% | -8.8%
CN(c1c(C#N)c(C(F)(F)F)nn1C)N(S(C)(=O)=O)S(C)(=O)=O | -12.5% | 0.8 | -1.9% | 10.4% | 3.1% | 0.9% | 17.5% | 17.2% | -1.9%
CNC(=O)COC(=O)c1ccc([N+](=O)[O-])cc1Cl | -0.1% | 0.6 | -2.7% | 13.1% | 3.3% | -6.1% | -0.2% | -7.1% | 2.7%
Cc1ccc(NC(=O)C2CCN(c3nnc(C)c4c(C)n(-c5ccccc5)nc34)CC2)c(Cl)c1 | -0.8% | -0.7 | / | 8.1% | -11.3% | 1.4% | ? | -23.4% | 2.3%
Cc1cc(NC(=O)c2cccc(Cl)c2)ccc1-c1cc2ccccc2oc1=O | 3.0% | 1.0 | / | 25.4% | -4.7% | -0.9% | -1.2% | -24.8% | -3.8%
CC1=C(C(=O)Nc2ccccc2)C(c2ccccn2)n2ncnc2N1 (stereo not given) | -6.8% | 0.1 | -3.2% | 40.4%[activator] | -3.9% | -4.0% | 40.5% | 0.0% | 3.4%
CCOC(=O)c1ccc(NC(=O)C2C3C=CC(C3)C2C(=O)O)cc1 (stereo not given) | -0.9% | -0.2 | -6.9% | 12.3% | -17.4% | -9.8% | -11.1% | 86.9%[activator] | 0.6%
O=C(CSc1nc2ccccc2c(=O)[nH]1)c1ccc(O)c(O)c1 | 20µM* | 0.7 | ? | 12.6µM* | 0.1% | / | 20µM* | ? | -1.7%
COc1ccc(N2CCN(C(=O)c3ccc4c(c3)CCN4S(C)(=O)=O)CC2)cc1 | -8.8% | -0.8 | / | 0.5% | -18.2% | -1.4% | -2.1% | ? | 2.4%
CCO[C@@H]1OC(C(=O)N2CCOCC2)=C[C@H](C(C)(C)C)[C@H]1CCCO | -9.9% | / | / | ? | / | -5.1% | / | 14.4% | /
CCn1c(SCC#N)nc2c(c1=O)C1(CCCC1)Cc1ccccc1-2 | -2.1% | 0.5 | 1.8% | 17.2% | -13.3% | 5.7% | 23.8% | -12.3% | -11.1%
C#CCNC(=O)C1=C[C@H](c2ccc(C(F)(F)F)cc2)[C@@H](CCCO)[C@H](OCC)O1 | -18.1% | 0.1 | ? | 35.3%[activator] | -9.8% | 0.3% | -0.8% | 7.8% | -2.3%
Cc1noc(C)c1COC(=O)CCCc1nc2ccccc2s1 | -19.6% | -2.1 | 1.2% | 1.2% | -23.8% | -3.3% | -21.7% | 4.9% | -11.1%
CCOc1ccccc1-n1nnc(-c2nc(-c3ccccc3)no2)c1N | 3.1% | 0.3 | / | -5.7% | 3.7% | 8.9% | 17.1% | -3.9% | -3.2%
CC(C)CN(C(=O)COC(=O)CSc1ccccc1)c1c(N)n(Cc2ccccc2)c(=O)[nH]c1=O | -17.5% | 0.2 | 17.3% | 22.8% | / | 5.1% | / | -5.8% | /
Cc1nn(C)c2c(=O)c(=O)c2n(C)[nH]1 | -1.0% | 0.3 | 1.5% | 25.5% | -6.6% | 11.2% | 8.4% | 3.9% | 0.7%
COc1cccc(/C=N/NC(=O)CN(C)S(=O)(=O)c2ccccc2)c1OC | -4.4% | -0.2 | -8.6% | 6.0% | / | / | / | 8.2% | /
O=C1CC(N2CCOCC2)C(=O)N1c1ccccc1Cl (stereo not given) | 4.8% | 0.5 | 3.8% | -15.8% | -2.8% | 4.1% | 17.7% | 0.0% | -6.3%
CCOC(=O)c1c(C)[nH]c(C)c1C(=O)COC(=O)/C=C/c1cccc(C(F)(F)F)c1 | -6.1% | 0.7 | -4.1% | -10.5% | -12.8% | 7.5% | 1.9% | -13.1% | -10.7%
CSC1=NCCN1S(=O)(=O)c1ccc(C)cc1 | -3.6% | 0.2 | -0.3% | 22.0% | -1.7% | 1.2% | 4.7% | -3.8% | -14.0%
CCOC(=O)NN1C(=O)c2ccccc2NC1(C)C | -21.8% | 0.7 | 12.8% | 4.7% | 60.5%[activator] | -4.7% | 27.1% | -5.4% | -2.2%
O=C(NC1CCCCC1)c1cccc2c1C(=O)c1ccc(N3CCC(Cc4ccccc4)CC3)cc1S2(=O)=O | 5.9% | / | -0.6% | 17.3% | / | 6.1% | / | -12.1% | /
CCc1nn2c(=O)cc(COc3cccc(NC(=O)c4ccco4)c3)nc2s1 | ? | 0.8 | -3.7% | 50.1µM* | -13.1% | -3.6% | ? | -1.2% | -19.9%
CCc1nonc1NC(=O)c1oc2cc(C)c(Cl)cc2c1C | 9.7%&-8.8% | -0.8&1.0 | -4.6% | -12.0%&20.5% | -11.7%&-3.0% | -4.3%&-4.0% | 6.4%&9.2% | 5.8%&-3.7% | -0.3%&2.2%

These rows are one share of the data; count on the stated rates, not on these rows.
